ALOX15B inhib: blocks human 15-lipoxygenase 2 activity; AID 881; purified 15hLO-2, xylenol orange hydroperoxide absorbance; Potency, µM (highest dose often 57.1 µM), for the others: at the highest dose activity change, negative = inhibition, actives largely listed as inhibitors; O15296; actives 0.56% (n = 110,000); further: potency means the concentration at half of the fitted maximal effect; nearly all actives have a fitted effect of over 60% in size; many of its hits are not listed in these tables
Target sequence (O15296 whole entry, looked up): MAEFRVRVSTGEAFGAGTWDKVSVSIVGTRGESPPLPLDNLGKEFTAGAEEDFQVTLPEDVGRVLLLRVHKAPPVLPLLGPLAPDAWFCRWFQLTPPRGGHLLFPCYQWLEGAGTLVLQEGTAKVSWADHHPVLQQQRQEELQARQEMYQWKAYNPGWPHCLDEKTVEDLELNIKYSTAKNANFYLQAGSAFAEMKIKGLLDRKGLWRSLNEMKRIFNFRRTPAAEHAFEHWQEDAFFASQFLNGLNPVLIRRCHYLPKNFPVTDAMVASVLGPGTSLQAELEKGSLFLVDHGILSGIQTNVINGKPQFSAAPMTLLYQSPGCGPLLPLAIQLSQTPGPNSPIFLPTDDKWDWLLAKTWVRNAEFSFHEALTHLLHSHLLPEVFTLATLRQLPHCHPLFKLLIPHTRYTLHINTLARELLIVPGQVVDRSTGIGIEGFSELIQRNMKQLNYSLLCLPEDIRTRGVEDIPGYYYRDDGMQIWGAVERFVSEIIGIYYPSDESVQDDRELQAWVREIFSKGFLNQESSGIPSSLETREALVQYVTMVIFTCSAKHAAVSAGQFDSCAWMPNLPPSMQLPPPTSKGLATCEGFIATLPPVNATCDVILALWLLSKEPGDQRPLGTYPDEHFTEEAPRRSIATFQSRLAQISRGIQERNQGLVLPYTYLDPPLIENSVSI
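Purified human 15hLO-2 (50 nM) preincubated 15 min with compound, then 45 uM arachidonic acid for 90 min at RT in 25 mM Hepes pH 7.5, 0.01% Triton X-100. Hydroperoxide detected by Fe-xylenol orange; 573/405 nm absorbance ratio.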
12-hLO inh: inhibitors of human 12-lipoxygenase (ALOX12) | purified 12-hLO, xylenol orange hydroperoxide absorbance | Potency, µM (top dose mostly 57.1 µM), for inactives: at the top dose activity change, negative = inhibition, hits mostly inhibitors | actives 0.12% (n = 150,000) | P18054; further: potency means the concentration at half of the fitted maximal effect; nearly all actives have a fitted effect of over 55% in size; many of its hits are not listed in these tables
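Purified human 12hLO (150 nM final) was preincubated with compounds for 15 min at room temperature in 25 mM Hepes pH 7.0, 0.01% Triton X-100, then reacted with 40 uM arachidonic acid for 30 min. Hydroperoxide was detected with ferrous iron/xylenol orange.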
PNC inhibitor: blocks assembly of the perinucleolar compartment. activity change (PNC), negative = inhibition, % at 10 µM. PC3M PTB-GFP, PNC prevalence imaging, 16 h; active compounds read low. actives 3.1% (n = 140,000);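 active means readout at or below -70, meaning at least 70% loss of cells showing the perinucleolar compartment, a nuclear body marking cancer cells; inconclusive means readout between -30 and a set limit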;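 further: plate controls were DMSO wells for no effect and camptothecin positive control wells for full effect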
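Read-out is percentage of cells bearing a perinucleolar compartment, from automated 20x imaging of fixed, Hoechst-stained PC3M PTB-GFP cells. Cells were seeded 4 h, then exposed 16 h to compound (23 nl of library stock) in duplicate plates.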
IMPase cell inh: membrane-permeable compound that blocks inositol monophosphatase; 120,000 tested, under 10 active; CHO-M1 cells, IP1 accumulation, HTRF TR-FRET ratio; P97697; inhibition (IP1 accumulation), % at 46.1 µM; active means well fitted curve in the direction sought with a large enough effect in the signal ratio, not every such curve was filed as active; inconclusive means small, poorly fitted or top-dose-only effect, or a change in a side signal; inactive means no such curve, though single readings can be large or run the other way; the % refers to the signal ratio;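 further: cells stimulated with carbachol in lithium chloride buffer; plate controls were DMSO basal wells for no effect and reference inhibitor wells for full effect; higher means more IMPase inhibition seen as more IP1 and lower FRET ratio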
Target sequence (P97697 whole entry, looked up): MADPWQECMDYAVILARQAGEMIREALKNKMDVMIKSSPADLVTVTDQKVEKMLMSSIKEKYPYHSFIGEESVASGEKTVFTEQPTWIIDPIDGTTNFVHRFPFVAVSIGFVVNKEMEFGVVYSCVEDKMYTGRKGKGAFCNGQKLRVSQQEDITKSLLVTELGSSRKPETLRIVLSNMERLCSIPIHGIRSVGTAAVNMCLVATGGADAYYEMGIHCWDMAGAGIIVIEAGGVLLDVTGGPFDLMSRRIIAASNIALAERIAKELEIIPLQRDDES
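Cellular IMPase inhibition is scored as a rise in cytosolic IP1, detected by competitive TR-FRET between d2-labelled IP1 and a europium anti-IP1 antibody. M1-expressing CHO cells were stimulated with carbachol for 30 min at 37C, with lithium (50 mM LiCl) present in the buffer.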
Starred values were filed as active, the others as inactive; [ ] = another dose, or the depositor's remark. Unless noted, the call rests on the fitted dose curve; in most records, active means well fitted curve in the direction sought with a large enough effect; inconclusive means small, poorly fitted or top-dose-only effect, or another doubt; inactive means no such curve, though single readings can be large; an effect the other way counts as inactive or inconclusive. Unless noted, on the % scale 0 is the no-effect control and ±100 the full control effect. An excerpt, so the mix of outcomes need not match the whole.

How did CCCNC(=O)OC[C@H]1O[C@H](CCO/N=C(\C)CCN2CCc3nc(-c4ccccc4)c(-c4ccccc4)cc3C2)C=C[C@@H]1Oc1ccc(OC)cc1 do in these assays?
12-hLO inh: -5%; PNC inhibitor: -1

Results for CCC(C)(C)NC(=O)C(c1ccc(C)cc1)N(Cc1cccs1)C(=O)c1ccc2c(c1)OCCO2 (configuration not stated) ?
ALOX15B inhib: -21%; 12-hLO inh: 3%; PNC inhibitor: 22; IMPase cell inh: 12

What do the screens show for `CC(=O)N1CC[C@H]2CC(=O)CC[C@@]21C`?
ALOX15B inhib: 0%[0.0915 µM]; 12-hLO inh: 5%[0.00818 µM]

What do the screens show for `CCCC(=O)Nc1cc(-c2nn(C)c(=O)c3ccccc23)ccc1OC`?
ALOX15B inhib: 2%; 12-hLO inh: 1%; PNC inhibitor: 7; IMPase cell inh: -2

Results for Cc1nc(C)c(C(=O)NCc2ccc(Cl)cc2)o1 ?
ALOX15B inhib: -5%; 12-hLO inh: -6%; PNC inhibitor: inconclusive; IMPase cell inh: -2

How did CC(=O)c1ccc(NC(=O)c2cc3nc4c(c(C(F)(F)F)n3n2)CCCC4)cc1 do in these assays?
ALOX15B inhib: -24%; 12-hLO inh: 1%; PNC inhibitor: 33; IMPase cell inh: 12

Results for COCC(=O)Nc1c(C(=O)Nc2cccc(OC)c2)oc2ccccc12 ?
ALOX15B inhib: 8%; 12-hLO inh: 4%; PNC inhibitor: -23; IMPase cell inh: inconclusive

How did O=C(c1ccc(F)cc1)C(CCCCCC(CN1CCOCC1)C(=O)c1ccc(F)cc1)CN1CCOCC1 (configuration not stated) do in these assays?
ALOX15B inhib: 58%[activator]; 12-hLO inh: -5%; PNC inhibitor: 9; IMPase cell inh: 2

Results for CCOc1ccc(-n2c(C)nc3cc(C(=O)NCCCN4CCOCC4)ccc32)cc1 ?
ALOX15B inhib: 43%[activator]; 12-hLO inh: -1%; PNC inhibitor: 60; IMPase cell inh: 2

Results for CC(C)(C)OC(=O)NCCCCCc1nnc(SCC(N)=O)o1 ?
ALOX15B inhib: 6%; 12-hLO inh: -3%; PNC inhibitor: -1; IMPase cell inh: -13

How did O=C(Cn1nnc2ccccc21)N1CCCCC1 do in these assays?
ALOX15B inhib: 3%; 12-hLO inh: -4%; PNC inhibitor: 15; IMPase cell inh: -16

What do the screens show for `COC(=O)c1ccc(NC(=O)c2ccc(CN3CCOCC3)cc2)cc1`?
ALOX15B inhib: 7%; 12-hLO inh: -3%; PNC inhibitor: inconclusive; IMPase cell inh: -1

How did Cc1cc(=O)n2c(n1)OC(CO)C2 (configuration not stated) do in these assays?
ALOX15B inhib: 4%; 12-hLO inh: 4%; PNC inhibitor: 9; IMPase cell inh: 5

What do the screens show for `CCn1c(=O)cc(SCC(=O)NCCCN2CCN(c3ccccc3F)CC2)c2ccccc21`?
ALOX15B inhib: 61%[activator]; 12-hLO inh: -5%; PNC inhibitor: -13; IMPase cell inh: -3

How did COc1ccc(C(C[N+](=O)[O-])c2c(C)[nH]c3ccccc23)cc1OC (configuration not stated) do in these assays?
12-hLO inh: -4%; PNC inhibitor: 7; IMPase cell inh: 0

What do the screens show for `CC(=O)Nc1ccc(Oc2cc(C#N)c(C#N)cc2N2CCCCCC2)cc1`?
12-hLO inh: -9%; PNC inhibitor: -2; IMPase cell inh: 1

Results for O=C(O)c1c(Br)c(Br)c(Br)c(Br)c1C1c2ccc(O)cc2Oc2cc(O)ccc21 ?
ALOX15B inhib: inconclusive; 12-hLO inh: inconclusive

What do the screens show for `CCCCCc1c(C)c(C#N)c2nc3ccccc3n2c1-n1ccnc1C`?
ALOX15B inhib: 13%; 12-hLO inh: 4%; PNC inhibitor: -3; IMPase cell inh: -2

How did Nc1nc(SCc2c(F)cccc2Cl)[nH]c(=O)c1-c1ccccc1 do in these assays?
ALOX15B inhib: -2%; 12-hLO inh: 1%; PNC inhibitor: 12; IMPase cell inh: 7

Results for COc1ccc(Cl)cc1C(=O)Nc1ccc(N(C)C(C)=O)cc1 ?
ALOX15B inhib: 1%; 12-hLO inh: -9%; PNC inhibitor: 44; IMPase cell inh: 3

How did CN(C)C(=S)Nc1ccc2ccccc2c1 do in these assays?
12-hLO inh: -4%; PNC inhibitor: inconclusive; IMPase cell inh: -2

What do the screens show for `O=S(=O)(NC1CCCC1)c1ccc(S(=O)(=O)N2CCc3ccccc32)cc1`?
12-hLO inh: -6%; PNC inhibitor: 3; IMPase cell inh: 7

What do the screens show for `Cc1ccc(S(=O)(=O)N(C)C)cc1-n1c(SCC(=O)Nc2ccc(F)c(F)c2F)nc2ccccc2c1=O`?
12-hLO inh: 2%; PNC inhibitor: -16

Results for COc1cccc(C2C(C(=O)Nc3nc4ccccc4s3)=C(C)NC3=C2C(=O)CC(C)(C)C3)c1OC (configuration not stated) ?
ALOX15B inhib: 7%; 12-hLO inh: -11%; PNC inhibitor: inconclusive; IMPase cell inh: 10

Structures from the list above containing a cyano group:
What do the screens show for `CC(=O)Nc1ccc(Oc2cc(C#N)c(C#N)cc2N2CCCCCC2)cc1`?
12-hLO inh: -9%; PNC inhibitor: -2; IMPase cell inh: 1

What do the screens show for `CCCCCc1c(C)c(C#N)c2nc3ccccc3n2c1-n1ccnc1C`?
ALOX15B inhib: 13%; 12-hLO inh: 4%; PNC inhibitor: -3; IMPase cell inh: -2

Additional entries follow.
How did CCOC(=O)C1CCN(C(=O)c2cccc(NC(=O)C(CC)CC)c2)CC1 do in these assays?
ALOX15B inhib: 0%; 12-hLO inh: 3%; PNC inhibitor: 29; IMPase cell inh: 7

What do the screens show for `CC1CCN(Cc2nc3c(c(=O)n(C)c(=O)n3C)n2CCCc2ccccc2)CC1`?
ALOX15B inhib: 1%; 12-hLO inh: -7%; PNC inhibitor: -28; IMPase cell inh: -26

How did CCOC(=O)CC1=NN(c2ccccc2)C(=O)/C1=C\c1ccc(N(C)C)cc1 do in these assays?
12-hLO inh: -3%; PNC inhibitor: 31

What do the screens show for `Cc1ccc(Cl)cc1NC(=O)c1ccc(NC(=O)CCC(=O)O)cc1`?
12-hLO inh: -2%; PNC inhibitor: 19

Results for Cc1cccc(CSc2ccc3nnc(-c4cccnc4)n3n2)c1 ?
12-hLO inh: 3%; PNC inhibitor: 32

How did Cc1ccc(-c2ccc(=O)n(CC(=O)NCCCN3CCCCC3C)n2)cc1 (configuration not stated) do in these assays?
ALOX15B inhib: -5%[2.29 µM]; 12-hLO inh: 4%; PNC inhibitor: 12; IMPase cell inh: 2

What do the screens show for `CCOc1ccccc1C(=O)N1CCCCC1C` (configuration not stated)?
ALOX15B inhib: 4%; 12-hLO inh: 1%; PNC inhibitor: -19; IMPase cell inh: 5

Results for CCOC(=O)C(C(=O)OCC)C(C(=O)OCC)N1CCOCC1 (configuration not stated) ?
ALOX15B inhib: -29%; 12-hLO inh: -5%; PNC inhibitor: 21; IMPase cell inh: -5

How did CCN(c1ccc(OC)cc1)S(=O)(=O)c1ccc2c(c1)CCN2C(=O)CCC(=O)O do in these assays?
ALOX15B inhib: 0%; 12-hLO inh: 0%; PNC inhibitor: 11; IMPase cell inh: -1

How did CCCc1nc(SCC(=O)N2CCc3ccccc32)c2c(=O)n(C)c(=O)n(C)c2n1 do in these assays?
ALOX15B inhib: 7%; 12-hLO inh: -2%; PNC inhibitor: inconclusive; IMPase cell inh: -3

Results for Cc1ccc(C)c(/C(O)=C2/C(=O)C(=O)N(CCN3CCOCC3)C2c2ccc(C)o2)c1 (configuration not stated) ?
ALOX15B inhib: 6%; 12-hLO inh: -3%; PNC inhibitor: -4; IMPase cell inh: 3

Results for CCC1CC(C)(C(=O)Nc2ccc(S(N)(=O)=O)cc2)OC1=O (configuration not stated) ?
ALOX15B inhib: 0%; 12-hLO inh: -2%; PNC inhibitor: -15; IMPase cell inh: -8

Results for COc1cc(/C=N/Nc2ncc(C(F)(F)F)cc2Cl)cc(OC)c1OC ?
12-hLO inh: 0%; PNC inhibitor: 19; IMPase cell inh: 4

What do the screens show for `CCOC(=O)C1CCCN(S(=O)(=O)c2c(C)c(C)cc(C)c2C)C1` (configuration not stated)?
ALOX15B inhib: -14%; 12-hLO inh: 4%; PNC inhibitor: 35; IMPase cell inh: 13

How did COC(=O)C1CCN(C(=O)C23CCC(C)(C(=O)O2)C3(C)C)CC1 (configuration not stated) do in these assays?
ALOX15B inhib: 5%[2.29 µM]; 12-hLO inh: -3%; PNC inhibitor: -12; IMPase cell inh: -4

What do the screens show for `COc1ccccc1NC(=O)Cc1csc(N)n1`?
ALOX15B inhib: 3%; 12-hLO inh: -1%; PNC inhibitor: 19; IMPase cell inh: 9

What do the screens show for `CN(C)S(=O)(=O)c1cccc(-c2nn(-c3ccccc3)cc2/C=C(\C#N)c2nc3ccccc3[nH]2)c1`?
12-hLO inh: 3%; PNC inhibitor: -13; IMPase cell inh: 1

Results for c1ccc2c(N3CCCCCC3)nc(-c3ccncc3)nc2c1 ?
ALOX15B inhib: 34%[activator]; 12-hLO inh: 1%; PNC inhibitor: -21; IMPase cell inh: 3

Results for CC(=O)OC[C@H]1O[C@@H](Sc2cccc3cccnc23)[C@H](OC(C)=O)[C@@H](OC(C)=O)[C@@H]1OC(C)=O ?
12-hLO inh: 0%; PNC inhibitor: 18

How did CCOC(=O)c1nnc(-c2ccc(C)cc2)nc1Sc1cccc(Cl)c1 do in these assays?
ALOX15B inhib: 6%; 12-hLO inh: 31%[activator]; PNC inhibitor: inconclusive; IMPase cell inh: -10

Results for COc1ccccc1CCNC(=O)c1ccc(C)o1 ?
ALOX15B inhib: 0%; 12-hLO inh: -1%; PNC inhibitor: 30; IMPase cell inh: 0

Results for COc1cccc(NC(=O)Nc2ccc3nsnc3c2)c1 ?
ALOX15B inhib: 4%[11.4 µM]; 12-hLO inh: 1%; PNC inhibitor: inconclusive; IMPase cell inh: 8[1.84 µM]

What do the screens show for `O=C(CC1Oc2ccccc2NC1=O)NCc1ccccc1` (configuration not stated)?
ALOX15B inhib: -1%; 12-hLO inh: 2%; PNC inhibitor: -28; IMPase cell inh: 3

How did O=C(NCCC1=CCCCC1)C(=O)NCC(c1ccco1)N1CCN(c2ccccc2F)CC1 (configuration not stated) do in these assays?
12-hLO inh: -2%; PNC inhibitor: inconclusive

How did Cc1cc([N+](=O)[O-])nn1CCCC(=O)Nc1cc(Oc2ccc(F)cc2)cc([N+](=O)[O-])c1 do in these assays?
12-hLO inh: 0%; PNC inhibitor: 28; IMPase cell inh: -4

What do the screens show for `CC(=O)O[C@@H](C)C[N+](C)(C)C`?
ALOX15B inhib: 5%[25.6 µM]; 12-hLO inh: 0%[25.6 µM]; IMPase cell inh: -6[20.6 µM]

By substructure, the entries above containing a nitro group on carbon.
How did COc1ccc(C(C[N+](=O)[O-])c2c(C)[nH]c3ccccc23)cc1OC (configuration not stated) do in these assays?
12-hLO inh: -4%; PNC inhibitor: 7; IMPase cell inh: 0

How did Cc1cc([N+](=O)[O-])nn1CCCC(=O)Nc1cc(Oc2ccc(F)cc2)cc([N+](=O)[O-])c1 do in these assays?
12-hLO inh: 0%; PNC inhibitor: 28; IMPase cell inh: -4

Of the compounds above, these contain two or more sulfur atoms:
What do the screens show for `O=S(=O)(NC1CCCC1)c1ccc(S(=O)(=O)N2CCc3ccccc32)cc1`?
12-hLO inh: -6%; PNC inhibitor: 3; IMPase cell inh: 7

What do the screens show for `Cc1ccc(S(=O)(=O)N(C)C)cc1-n1c(SCC(=O)Nc2ccc(F)c(F)c2F)nc2ccccc2c1=O`?
12-hLO inh: 2%; PNC inhibitor: -16

Screening data from PubChem BioAssay.
